# ALOX12 inh = Primary qHTS assay for inhibitors of human arachidonate 12S-lipoxygenase (ALOX12): Round 2; purified 12hLO, xylenol orange hydroperoxide absorbance; Potency, µM (top dose mostly 108 µM), for inactives: top-dose activity change, negative = inhibition, most hits filed as inhibitors; 1.1% of 580,000 active; AID 1671190, 2021; active = well fitted inhibition curve with a large enough effect; inconclusive = small, poorly fitted or top-dose-only effect, or another doubt; inactive = no such curve, though single readings can be large or run the other way
# Target sequence (P18054 whole entry, looked up): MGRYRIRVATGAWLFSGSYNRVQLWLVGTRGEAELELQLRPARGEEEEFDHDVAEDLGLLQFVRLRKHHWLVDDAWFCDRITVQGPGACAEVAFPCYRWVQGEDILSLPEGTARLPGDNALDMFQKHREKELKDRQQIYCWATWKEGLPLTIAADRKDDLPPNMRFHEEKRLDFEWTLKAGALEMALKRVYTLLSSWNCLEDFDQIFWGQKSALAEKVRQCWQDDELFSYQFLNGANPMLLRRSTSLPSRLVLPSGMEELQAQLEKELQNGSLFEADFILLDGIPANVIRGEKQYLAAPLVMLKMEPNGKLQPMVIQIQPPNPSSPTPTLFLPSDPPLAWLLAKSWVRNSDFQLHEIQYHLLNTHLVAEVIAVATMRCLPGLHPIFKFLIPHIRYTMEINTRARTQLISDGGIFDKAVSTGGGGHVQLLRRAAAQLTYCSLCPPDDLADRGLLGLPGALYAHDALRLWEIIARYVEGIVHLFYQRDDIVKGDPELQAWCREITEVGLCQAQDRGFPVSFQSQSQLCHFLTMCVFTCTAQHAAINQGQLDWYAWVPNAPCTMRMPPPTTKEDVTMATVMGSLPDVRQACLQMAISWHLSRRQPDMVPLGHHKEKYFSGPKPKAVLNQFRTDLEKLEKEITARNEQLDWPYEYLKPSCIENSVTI
#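 Hydroperoxide product was detected by ferrous iron/xylenol orange as the 573 to 405 nm absorbance ratio. Arachidonic acid at 40 uM (final) was turned over for 30 min at room temperature by 150 nM human 12hLO, pH 7.0 Hepes buffer, after 15 min compound preincubation.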
# An asterisk follows results filed as active; ? = inconclusive; [ ] = another dose, or the depositor's remark. % is scaled to controls: 0 for no effect and ±100 for the full control effect; potency is read from the fitted curve at half-maximal effect. This is a subset. The share of hits here may be higher or lower than overall.
ALOX12 inh,SMILES
-6%,COC(=O)c1cc(=O)n(Cc2ccco2)c(=Nc2ccccc2)s1
6%,COCC(=O)N1CCc2cn(CC(C)C)c3cccc(c23)C1
4%,O=C(Cc1cccnc1)N1CCC(N2C(=O)C(OCC3CC3)C23CCCCC3)CC1 (stereo not drawn)
27%,CN(CCc1ccccn1)C(=O)C1CCN(C(=O)N2CC3CC(C2)[C@H]2CCCC(=O)N2C3)CC1 (stereo partly drawn)
-1%,COCCn1c(SC(C)C(=O)c2ccc(C(C)(C)C)cc2)nnc1-c1ccccc1 (stereo not drawn)
51%[activator],CN(C)C[C@@H]1CN(c2ncccn2)C[C@H]1NC(=O)c1cnco1
25%,CCOc1ccc(CC(=O)N2CCN(c3cc(-c4ccc(OC)cc4)[nH]n3)CC2)cc1
6%[176 µM],COCCNC(=O)c1cnc2c(c1)N(C(=O)Cc1cn(C)c3ccccc13)CCC2
10%,CCOc1ccc(Cn2c(Oc3ccc(F)cc3)nc3c2c(=O)n(C)c(=O)n3C)cc1OCC
29%,CCn1nc(C(=O)N(C)CCOc2cccc(C)c2)c2ccccc2c1=O
3%,CCNC(=O)CSc1nc(C)nc2sc3c(c12)CCC3
?,Cc1cc(C)cc(N(C)CC(=O)NC(N)=O)c1
1%,COc1ccc(OC)c(NC(=O)C2CCN(c3cnc4nccnc4c3)CC2)c1
28%,O=C(CSc1nc2ccccc2nc1N1CCCCC1)N1CCN(C2CCCC2)CC1
-18%,Cc1cccc(OC(C)C(=O)NOCc2ccccc2)c1C (stereo not drawn)
-5%,CCOc1ccc(CCNC(=O)CSc2nnnn2-c2c(C)cc(C)cc2C)cc1OCC
?,Cn1cc(-c2ccccc2Oc2ccccc2)c2nc(CN3CCNC(=O)C3)cn2c1=O
?,Cc1cc(SCC(=O)Nc2c(F)cccc2F)nc2ccccc12
5%[6.33 µM],CCc1cccc(-n2nnnc2N2CCN(C(=O)NC(C)(C)c3ccccc3)CC2)c1
11µM*,Cc1ccc(-c2cc(C(=O)O)c3ccccc3n2)o1
?,C(#CCN1CCCCC1)COC(c1ccccc1)c1ccccc1
?,COc1ccc(C)cc1N1CC(C(=O)Nc2ccc(S(=O)(=O)Nc3ncccn3)cc2)CC1=O (stereo not drawn)
?,CCCCN(C)c1ccc(/C=N/NC(=S)Nc2ccc(CC)cc2)cc1
4%,CCCN(CC1CC1)C(=O)C1CCCCC(=O)N1Cc1cccc(OC)c1 (stereo not drawn)
-18%,COc1ccc(CNS(=O)(=O)c2cc(Br)ccc2Br)cc1
20%,COc1ccc(Cl)cc1C(=O)N1CCC2(CC1)N(c1ccccc1)C(=O)CS2(=O)=O
27%,O=C(c1ccc(F)cc1F)N1CCCN(C(=O)C2CC2)c2ccccc21
12%,CCCCC(=O)Nc1sccc1C#N
5%[6.33 µM],O=C(O)CCC(=O)N1CCC2(CC1)Cc1ccccc1N(C(=O)C1CCCC1)C2
40µM*,CCCc1noc(-c2ccn3c(CNC(=O)c4ccc(CC)cc4)nnc3c2)n1
-19%,CN(CCC#N)C(=O)CNC(=O)C1CCCN(S(=O)(=O)c2ccc(Cl)cc2)C1 (stereo not drawn)
-23%,Cc1nc(CN2C(=O)OC3(CCN(C(=O)Cc4ccccn4)CC3)C2(C)c2ccccc2)cs1 (stereo not drawn)
-8%,O=C(Nc1nc(-c2ccc3ccccc3c2)cs1)c1ccc[n+]([O-])c1
-21%,O=C(CSc1ccc2c(c1)OCCCO2)Nc1ccc2c(c1)OCO2
?,COc1cc(CCC(=O)OCc2ccc(Cl)cc2)cc(OC)c1OC
?,CCN1CCN(c2nc3c(c(=O)[nH]c(=O)n3C)n2CC(O)COc2ccccc2)CC1 (stereo not drawn)

# Single values from the results shown:
# Result for O=C(c1ccc(F)cc1F)N1CCCN(C(=O)C2CC2)c2ccccc21 in ALOX12 inh: 27%
# Result for COc1ccc(Cl)cc1C(=O)N1CCC2(CC1)N(c1ccccc1)C(=O)CS2(=O)=O in ALOX12 inh: 20%

# (next part)
ALOX12 inh,SMILES
-29%,O=C1CCC2(CCN(Cc3ccc4[nH]ccc4c3)CC2)CN1CCc1ccccc1
33%[activator],COc1ccc(S(=O)(=O)N(C)Cc2cnn(C)c2)cc1OC
?,Cc1cccc(NC(=O)CC2Nc3ccccc3NC2=O)c1C (stereo not drawn)
-1%,COC(=O)[C@H](NC(=O)[C@@H]1C[C@H](NC(=O)Nc2ccc(F)cc2F)CN1C(=O)c1cccn1C)C(C)C
40%[activator],COCCN1C(=O)c2ccccc2C(C(=O)Nc2cc(C)ccn2)C12CCCC2 (stereo not drawn)
-27%,Cc1nnsc1C(=O)Nc1ccc(S(=O)(=O)N2CCOCC2)cc1
8%[176 µM],CCc1nc2c(c(-c3ccc(Cl)cc3)n1)CN([S+](C)(=O)[O-])CC2
29%,O=C1CCCC2=C1C(c1cccc(Br)c1)n1nc(-c3ccccc3)nc1N2 (stereo not drawn)
33%[activator],COc1cccc(C(=O)NCC2Cn3cccc3C(=O)N2CC(C)C)c1 (stereo not drawn)
-21%,CCOC(=O)CN1C(=O)C2(CC(=O)Nc3[nH]ncc32)c2ccccc21 (stereo not drawn)
?,Cc1ccc2c(c1)SC(C(=O)Nc1ccc(C)c(C)c1)C2 (stereo not drawn)
47%[activator],Cc1noc([C@@H]2CN(C(=O)c3ccc(Br)o3)C[C@H]2CO)n1

# Part of the list above in another layout:
mol,ALOX12 inh
COc1cc(CCC(=O)OCc2ccc(Cl)cc2)cc(OC)c1OC,?
CCN1CCN(c2nc3c(c(=O)[nH]c(=O)n3C)n2CC(O)COc2ccccc2)CC1 (stereo not drawn),?
O=C1CCC2(CCN(Cc3ccc4[nH]ccc4c3)CC2)CN1CCc1ccccc1,-29%
COc1ccc(S(=O)(=O)N(C)Cc2cnn(C)c2)cc1OC,33%[activator]
Cc1cccc(NC(=O)CC2Nc3ccccc3NC2=O)c1C (stereo not drawn),?
COC(=O)[C@H](NC(=O)[C@@H]1C[C@H](NC(=O)Nc2ccc(F)cc2F)CN1C(=O)c1cccn1C)C(C)C,-1%
COCCN1C(=O)c2ccccc2C(C(=O)Nc2cc(C)ccn2)C12CCCC2 (stereo not drawn),40%[activator]
Cc1nnsc1C(=O)Nc1ccc(S(=O)(=O)N2CCOCC2)cc1,-27%
CCc1nc2c(c(-c3ccc(Cl)cc3)n1)CN([S+](C)(=O)[O-])CC2,8%[176 µM]
O=C1CCCC2=C1C(c1cccc(Br)c1)n1nc(-c3ccccc3)nc1N2 (stereo not drawn),29%
COc1cccc(C(=O)NCC2Cn3cccc3C(=O)N2CC(C)C)c1 (stereo not drawn),33%[activator]
CCOC(=O)CN1C(=O)C2(CC(=O)Nc3[nH]ncc32)c2ccccc21 (stereo not drawn),-21%
Cc1ccc2c(c1)SC(C(=O)Nc1ccc(C)c(C)c1)C2 (stereo not drawn),?
Cc1noc([C@@H]2CN(C(=O)c3ccc(Br)o3)C[C@H]2CO)n1,47%[activator]

# The list goes on:
ALOX12 inh,SMILES
-1%,O=C(CSc1nnc(-c2ccccc2)n1-n1cccc1)Nc1ccc2c(c1)OCO2
-16%,CCC(=O)N1CCC(N2C(=O)C(O)C23CCCCC3)CC1 (stereo not drawn)
?,Cc1nc(CC2CCN(C(=O)CCc3cc4n(n3)CCCNC4)CC2)no1
?,c1ccc(CCN(Cc2ccccc2)Cc2ccc(OCc3ccccc3)cc2)cc1
?,COc1cccc(/C=C/C(=O)c2cc3cccc(OC)c3oc2=O)c1
-44%,O=c1ccc(-c2nc3ccccc3n2C(CCc2ccccc2)c2nc3ccccc3[nH]2)c[nH]1 (stereo not drawn)
66%[activator],COc1cccc(CCC2CCCN(C(=O)c3ccoc3C)C2)c1 (stereo not drawn)
?,COc1ccc(-c2c(C)oc3cc(OCC(=O)c4ccccc4)ccc3c2=O)cc1
-39%,CC1=C(C)CC(C(=O)Nc2ccc(C(=O)NCc3cccnc3)cc2)C(C(=O)O)C1 (stereo not drawn)
31%[activator],CN(Cc1ccccc1)C(=O)[C@H]1O[C@H](CCN2CCN(c3ccc(F)cc3)CC2)CC[C@@H]1O
4%,O=C1N[C@H](CC(=O)N2CCc3ccccc3C2)C(=O)Nc2ccccc21
-10%,COc1ccc(CCC(=O)N2c3ccccc3N=C(c3ccc(C(F)(F)F)cc3)C2C(=O)NC(C)C)cc1 (stereo not drawn)
-13%[176 µM],NC(=O)CO[C@@H]1CO[C@H]2[C@@H]1OC[C@@H]2NC(=O)C1CCCCC1
?,Cc1ccc(Nc2nc(CSc3nnc4n3CCCCC4)cs2)cc1
8%,CNc1snc(C)c1C(=O)NCCc1ccccc1OC
4%[176 µM],COc1cccc(-c2ccc3ncn(-c4ccc(F)cc4F)c(=O)c3n2)c1OC
-7%,C[C@H](O)[C@@H]1C(=O)N2CCc3c([nH]c4c(-c5ccccc5)cccc34)[C@@H]2C[C@@H]1N(C)C(=O)/C=C/c1ccccc1
-16%,COc1cccc(-c2nc3cnccn3c2NCCC(=O)NC2CCCCCC2)c1
-15%,O=c1c2c(nc3cc[nH]n13)CN(S(=O)(=O)c1cccc(C(F)(F)F)c1)CC2
14%,CC(C)NC(=O)c1ccnc(-c2cc(NC3CCCC3)nc3[nH]ccc23)c1
?,CCNc1ncc2nc(-c3ccc(Cl)cc3)c(=O)n(C)c2n1
?,Cc1ccc(Nc2nc(C(N)=O)c(NC(=O)CC(C)C)s2)cc1
?,CNC(=O)[C@@H](c1ccccc1)N1CCC[C@H]1C(=O)NCc1ccncc1
0%[176 µM],COCCCNc1nc(-c2c(C)noc2C)cc2cc(C(C)C)oc12
23%,COc1ccccc1C(=O)N1CCCCCC1c1nnc(-c2ccccc2)o1 (stereo not drawn)
37%[activator],CCc1cc(C(=O)N2CCN(C)C3(CCC(=O)N(C)CC3)C2)n(C)n1 (stereo not drawn)
-9%,O=C(NCc1cccnc1)c1cc(S(=O)(=O)C2CCS(=O)(=O)C2)ccc1F (stereo not drawn)
-8%,Cc1cccc(Cl)c1NC(=O)CN1C(=O)NC2(CCC(C(C)(C)C)CC2)C1=O (stereo not drawn)
-25%,O=C(c1cc(=O)c2cc(Cl)ccc2o1)N1CCN(C(=O)C2CC2)CC1
43%[activator],COc1nc2c(cc1CNC(=O)CC1CC1)C(=O)N(C1CCCC1)C2
1%,COc1ccc(NC(C)=O)cc1NC(=O)Cn1ccc2c(Cl)cccc21
0%,Cc1ccc(S(=O)(=O)Nc2ccc3c(c2)CN(Cc2ccccc2)C(=O)CO3)cc1
-6%,O=C(CCC(=O)c1ccc2c(c1)CCC2)NC1CCCCC1
17%[176 µM],COCCN1CCOc2nc(-c3cc(F)ccc3OC)ncc2C1=O
29%,CC1CCN(S(=O)(=O)N2CCC(C(=O)N3CCc4nc5cc[nH]n5c(=O)c4C3)CC2)CC1
2%,CCN(CC)c1nc2ccccc2nc1C(=O)Nc1ccc(C)cc1
8%,COc1cc(OC)cc(C(=O)Oc2cccc3ccccc23)c1
17%,Cc1ccc(-c2ncc(C(=O)N(C)Cc3nc(CC(C)C)no3)c(=O)[nH]2)cc1
1%[6.33 µM],COc1ccccc1C(=O)N1CCC2(C1)C(=NC1CCCCC1)NC(=O)N2c1cc(F)cc(F)c1 (stereo not drawn)
-9%,COCc1cccc(C(=O)NCc2ccc(C(=O)OC)cc2)c1
?,CC(C)=CCC/C(C)=C/CN1CC(=O)N2[C@H](C[C@@]3(n4ccc5ccccc54)c4ccccc4N(S(=O)(=O)c4ccccc4)[C@@H]23)C1=O
20%,O=C(c1cn[nH]c1)N1CCC(c2nc(CCOCC3CCCC3)no2)C1 (stereo not drawn)
23%,COCCOC1CCN(C(=O)c2ccc3cc[nH]c3c2)CC1
?,NC(=O)CN1c2ccc(Br)cc2-c2ccccc2S1(=O)=O
-12%[176 µM],CC(=O)N1CCCN(C(=O)c2ccc3nccn3c2)CC1
-3%,COC(=O)C[C@@H]1CC[C@H](NC(=O)c2ccccc2)[C@@H](CO)O1
27%,Cc1cc(C)c(CNC(=O)c2c(C)sc3ccn(C)c(=O)c23)c(C)c1
10%,CCCCOCCCNC(=O)C[C@@H]1C[C@@]2(C(=O)OC)CC(C)(C)CC=C2N(Cc2ccco2)C1=O
?,CC1CCc2noc(NC(=O)c3ccc(Cl)cc3)c2C1 (stereo not drawn)
18%,O=C(c1cccc(Cl)c1)N1CCC2(CC1)CC(=O)N(c1ccccc1)c1ccccc1O2
96%[activator][176 µM],O=C(NC1CC1)c1cc2cccnn2n1
42%,O=C(O)C1(Oc2ccc3ccccc3c2)CCN(Cc2ccsc2)CC1
69%[activator],COc1ccc(C(=O)N2CCC(N3C(=O)C(O)C34CCCCC4)CC2)cc1F (stereo not drawn)
51%[activator],Cc1nc(C)c(C(=O)N2CCC(N3C[C@H](O)C[C@H]3C(=O)NC3CCCCC3)CC2)s1
-7%,O=C(Cn1c(=O)c2c(ncn2C2CCCC2)n(Cc2ccccc2)c1=O)NC1CCS(=O)(=O)C1 (stereo not drawn)
-2%,Cc1cccc(C)c1NC(=O)C(C1CC1)n1c(=O)c(-c2cc3ccccc3[nH]2)nc2ccccc21 (stereo not drawn)
-4%,COc1ccc(C2=NOC3(CCN(Cc4cccc5ccccc45)C3)C2)cc1 (stereo not drawn)
7%[176 µM],O=C1c2cnc(-c3cccnc3)nc2OCCN1Cc1ccccc1
-11%,Cc1ccc(OCCNc2ccc(Cl)cc2)cc1
1%,COc1ccc(Nc2nc(NCc3ccc4c(c3)OCO4)nc3nccnc23)cc1

# Additional structures.
ALOX12 inh,SMILES
0%,COCCn1c(=O)c(-c2ccc(F)c(F)c2)nc2cncnc21
21%,Cc1cc(C)n(CCC(=O)N2CCC3(CC2)CC(OCC2CC2)CCO3)n1 (stereo not drawn)
28%,NC(=O)NCC(=O)N[C@H]1CC[C@H](Nc2nccc(-c3ccncc3)n2)C1
-13%,O=C(Nc1sc2ccccc2c(=O)c1-c1ccc2c(c1)OCO2)c1ccc(F)cc1
83%[activator],CCCNC(=O)c1c(OCC2CC2)cc(=O)n2c1CCOCC2
22%,Cc1ccc(CNC(=O)c2ccc(C)o2)cc1

# Bioassay records (PubChem)
